# Source: PubChem BioAssay
# SUMO1 PPI mod: alters human SUMO1 binding to SIM partners | P63165 | SUMO1 binding to a labelled peptide, TR-FRET, 1 h | inhibition, % at 20 µM | 360,000 compounds, 0.33% hits | AID 602429; in the data active means inhibition above about 37%
# NRP1-CendR mod: alters CendR peptide binding to human NRP-1 | 360,000 compounds, 0.85% hits | O14786 | FAM-RPARPAR peptide binding to NRP-1, fluorescence polarization | inhibition, % at 25 µM;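 active means inhibition or corrected inhibition above about 18%, plus a signal ratio from 0.5 to 1.5, limit read from the data, passing the limit was not always enough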; further: strong numbers were not always called active
# NadD block: blocks S. aureus nicotinate mononucleotide adenylyltransferase. purified NadD enzyme, colorimetric absorbance read-out. inhibition, % at 20 µM. 360,000 compounds, 0.78% hits; in the data active means inhibition above about 26%; further: some compounds past the cut are filed as inactive
# Rpn11 inh: Rpn11 (human) deubiquitinase inhibition; O00487; human 26S proteasome, Ub4-pepOG fluorescence polarization; 20S core pre-blocked with epoxomicin; calls only at 20 µM; 360,000 compounds, 0.59% hits; AID 588493;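 active means inhibition at 20 µM, scaled to each plate's controls, above about 33%, limit read from the data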
# Target sequence (O00487 whole entry, looked up): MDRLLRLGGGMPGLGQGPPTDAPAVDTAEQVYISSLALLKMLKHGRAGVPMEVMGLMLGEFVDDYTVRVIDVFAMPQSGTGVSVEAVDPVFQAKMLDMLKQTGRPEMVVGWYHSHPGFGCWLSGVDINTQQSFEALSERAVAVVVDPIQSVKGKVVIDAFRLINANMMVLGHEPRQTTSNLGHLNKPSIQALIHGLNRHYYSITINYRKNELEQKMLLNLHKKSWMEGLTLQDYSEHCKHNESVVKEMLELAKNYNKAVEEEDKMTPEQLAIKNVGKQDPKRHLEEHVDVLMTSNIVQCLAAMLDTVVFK
# SKN-1 block: blocks SKN-1 activity in C. elegans; C. elegans VP596 Pgst-4::GFP/RFP ratio, acrylamide-induced, 24 h; inhibition, % at 21.8 µM; 360,000 compounds, 0.49% hits;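 active means interference check ratio from 0.5 to 1.5 plus GFP to RFP signal ratio inhibition reaching or exceeding a fixed threshold, cut at about 30% in these data, passing the limit was not always enough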; further: some compounds called inactive have numbers as strong as hits
# STEP inh: STEP (human) phosphatase inhibition; P54829; recombinant STEP, OMFP fluorogenic substrate, fluorescence; inhibition, % at 20 µM; 360,000 compounds, 0.25% hits;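 active means inhibition at 20 µM, scaled per plate between control wells, above about 37%, limit read from the data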;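 further: 0% = DMSO with enzyme and substrate and 100% = substrate only without enzyme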
# Target sequence (P54829 whole entry, looked up): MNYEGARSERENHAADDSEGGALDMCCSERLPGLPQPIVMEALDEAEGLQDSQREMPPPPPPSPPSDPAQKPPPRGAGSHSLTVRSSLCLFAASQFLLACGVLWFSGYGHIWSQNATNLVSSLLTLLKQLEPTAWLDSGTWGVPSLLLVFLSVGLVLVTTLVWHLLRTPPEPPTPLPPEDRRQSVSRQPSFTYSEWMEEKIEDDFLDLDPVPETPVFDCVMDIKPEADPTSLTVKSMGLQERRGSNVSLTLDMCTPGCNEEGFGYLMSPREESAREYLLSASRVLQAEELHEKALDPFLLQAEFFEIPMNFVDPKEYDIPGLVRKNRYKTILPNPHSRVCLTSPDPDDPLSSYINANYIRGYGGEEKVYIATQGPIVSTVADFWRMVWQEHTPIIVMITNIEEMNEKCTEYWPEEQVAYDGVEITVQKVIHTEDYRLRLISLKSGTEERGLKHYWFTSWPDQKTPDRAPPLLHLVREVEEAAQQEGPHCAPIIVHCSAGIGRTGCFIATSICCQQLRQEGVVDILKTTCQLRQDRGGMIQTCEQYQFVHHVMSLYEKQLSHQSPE
#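 System: STEP phosphatase, cell-free reaction; Buffer or medium: Bis-Tris pH 6.0 buffer with DTT, detergent; Incubation: 20 min at room temperature, dark; Measured by: fluorescence, 480/540 nm.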
# MT1-MMP act inh: inhibitors of human MT1-MMP activation; P50281; 360,000 compounds, 0.061% hits; GFP/RFP ratio change, % at 20 µM; HT1080 RFP-PRO-GFP cells, GFP/RFP ratio fluorescence, overnight; percent of plate control window, DMSO zero;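 active means GFP/RFP ratio change of at least 30% with cell ATP level not reduced by more than half and red fluorescence within 50% of control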; further: strong numbers were not always called active
#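 Assay system: HT1080 RFP-PRO-GFP cells. Benchmarks: DMSO vehicle wells and RFP-L50D-GFP reporter cell wells. Times: overnight cell settling, then overnight compound exposure, 37 °C, 5% CO2. Compound: 20 µM single dose, 1% DMSO. Read-out basis: GFP/RFP fluorescence ratio.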
# DNMT1 inh: blocks human DNA methyltransferase DNMT1; P26358; DNMT1 molecular beacon, Hinp1I cleavage, fluorescence; inhibition (reported as % activation of signal), % at 10 µM; 360,000 compounds, 0.83% hits; AID 588458; in the data active means inhibition above about 50%
# Scp1 inh: inhibitors of human Scp-1 phosphatase; 340,000 compounds, 0.88% hits; Recombinant Scp1, phosphopeptide, malachite green phosphate absorbance; inhibition, % at 20 µM; Q9GZU7;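 active means inhibition above about 50% at 20 µM, limit read from the data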;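 further: plate controls were DMSO wells with enzyme for no effect and wells lacking enzyme for full effect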
# Target sequence (Q9GZU7 76-261 limits assumed): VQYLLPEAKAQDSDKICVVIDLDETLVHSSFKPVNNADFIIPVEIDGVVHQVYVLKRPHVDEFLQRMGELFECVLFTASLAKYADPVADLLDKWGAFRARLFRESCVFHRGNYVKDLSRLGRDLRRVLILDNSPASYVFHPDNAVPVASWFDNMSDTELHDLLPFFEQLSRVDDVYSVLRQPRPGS
#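 Test system: SCP-1 catalytic domain; Buffer or medium: Acidic Tris acetate buffer with magnesium and detergent; Also added: Phosphorylated 17-residue peptide substrate; Compound: single 20 µM dose, 1% DMSO; Schedule: enzyme reaction 45 min at room temperature, colour 5 min, stabilisation 30 min; Signal: Phosphate-binding colour reagent, absorbance read at 630 nm.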
# LMPTP inh: LMPTP (human) inhibition. P24666. recombinant LMPTP-A, OMFP fluorogenic substrate, fluorescence intensity. inhibition, % at 20 µM. 360,000 compounds, 0.22% hits. AID 651560;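 active means compounds that cut the enzyme signal by at least half of the control window in the single-dose screen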;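 further: plate controls were DMSO wells with enzyme plus substrate for no effect and substrate without enzyme for full effect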
#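 Material: LMPTP-A; amount: 0.625 nM enzyme; doses: single 20 µM dose; times: reaction 50 min, room temperature, dark; technique: fluorescence intensity of OMFP turnover product; benchmarks: no-enzyme and uninhibited controls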
# Numbers without * were called inactive; i = inactive; . = not tested or not shown.
SUMO1 PPI mod	NRP1-CendR mod	NadD block	Rpn11 inh	SKN-1 block	STEP inh	MT1-MMP act inh	DNMT1 inh	Scp1 inh	LMPTP inh	Structure
7	-1	-2	i	-4	0	-3	-1	-2	0.1	Cn1c(=O)c2c(nc(NCc3ccccc3)n2CC(N)=O)n(C)c1=O
-24	-2	1	i	-2	-3	-16	8	-4	1.0	COc1cc(/C=C2\COC/C(=C\c3ccc(O)c(OC)c3)C2=O)ccc1O
0	0	-4	i	18	-4	-1	2	-7	0.1	CCCCC1(C)NC(=O)N(CC(=O)N2CCc3ccccc32)C1=O (configuration not stated)
-4	-10	10	i	-13	4	-10	-7	11	9.7	CCN(CC)S(=O)(=O)c1ccc2c(c1)nc(SCC(=O)N1CCCCCC1)n2-c1ccc(OC)cc1
5	14	-12	i	8	0	10	2	-6	-1.1	COC(=O)c1cc(OC)c(OC)cc1NC(=O)CN1CCOCC1
3	-5	-3	i	10	-2	1	-3	-4	0.3	O=C(C1CCCN(S(=O)(=O)c2ccccc2)C1)N1CCN(c2ccc(F)cc2)CC1 (configuration not stated)
4	-1	-3	i	-6	-1	-2	2	.	-1.6	CC(C)NC(=O)C1(C)CCN1C(=O)c1cccn1C (configuration not stated)
2	7	-1	i	0	0	3	10	-4	-0.7	O=C(Nc1ccc2ccccc2n1)Nc1ccccc1F
0	3	-9	i	-8	5	-17	2	-10	-8.5	Cc1[nH]ccc2c1[nH]c1cc(=O)ccc12
-1	15	0	i	9	0	-2	-1	2	0.6	Cc1ccc(SCC(=O)NCC(C)C)cc1
8	2	1	i	14	0	1	4	-13	0.5	COc1ccc(C2=NO[C@@H]3[C@@H]4C[C@@H]([C@H]5C(=O)N(C)C(=O)[C@@H]45)[C@H]23)c(OC)c1
-4	5	0	i	6	2	0	-25	-5	-0.6	COC(=O)Nc1ccccc1C(=O)N1CCN(c2ccc(C)cc2)CC1
3	4	15	i	-1	1	5	7	-2	-0.1	C=CCn1c(Cc2ccccc2)nnc1SCc1nc2ccccc2c(=O)[nH]1
4	1	2	i	10	-2	1	4	-2	-1.0	CN1N=C(C(=O)N2CCCC(Nc3ccc(F)c(F)c3)C2)CCC1=O (configuration not stated)
4	24	-3	i	18	-5	1	2	-10	-1.9	CSc1nc2nc(-c3ccccc3)cc(=O)n2[nH]1

# Fetched by compound from above:
SUMO1 PPI mod	NRP1-CendR mod	NadD block	Rpn11 inh	SKN-1 block	STEP inh	MT1-MMP act inh	DNMT1 inh	Scp1 inh	LMPTP inh	Structure
4	1	2	i	10	-2	1	4	-2	-1.0	CN1N=C(C(=O)N2CCCC(Nc3ccc(F)c(F)c3)C2)CCC1=O (configuration not stated)
-4	-10	10	i	-13	4	-10	-7	11	9.7	CCN(CC)S(=O)(=O)c1ccc2c(c1)nc(SCC(=O)N1CCCCCC1)n2-c1ccc(OC)cc1
-4	5	0	i	6	2	0	-25	-5	-0.6	COC(=O)Nc1ccccc1C(=O)N1CCN(c2ccc(C)cc2)CC1

# Limited to NadD block and SKN-1 block, for 2 of the compounds above:
Compound	NadD block	SKN-1 block
O=C(C1CCCN(S(=O)(=O)c2ccccc2)C1)N1CCN(c2ccc(F)cc2)CC1 (configuration not stated)	-3	10
CC(C)NC(=O)C1(C)CCN1C(=O)c1cccn1C (configuration not stated)	-3	-6

# Additional compounds follow.
SUMO1 PPI mod	NRP1-CendR mod	NadD block	Rpn11 inh	SKN-1 block	STEP inh	MT1-MMP act inh	DNMT1 inh	Scp1 inh	LMPTP inh	Structure
1	-13	-4	i	3	2	0	-1	4	-0.2	CC(C)Cn1c(N)cc(=O)n(C)c1=O
4	8	-10	i	-4	2	2	18	19	0.6	Cc1ccnc(NC(=O)CCS(=O)(=O)c2ccccc2)c1
-18	22*	-10	i	3	2	-7	15	-11	-11	CCCCc1cn([C@@H](CCCCN)C(=O)N2CCNCC2)nn1
-2	6	-1	i	17	-4	7	1	3	-2.0	COc1cccc(N(C(=O)CNC(=O)c2ccco2)C(C(=O)NC2CCCCC2)c2cccnc2)c1 (configuration not stated)
2	3	-9	i	9	0	5	6	3	-0.1	COC(=O)c1cn(CC(=O)Nc2ccc(F)cc2)c2ccccc12
-14	-8	5	i	11	-1	8	-2	-4	-1.0	Cc1ccsc1/C=N\Nc1cn[nH]c(=O)c1Cl
-2	4	-7	i	6	1	1	0	-1	-1.0	CCOC(=O)c1cc(-c2ccc(Cl)cc2)nc2c1c(=O)[nH]c(=O)n2CCOC
27	-8	40*	i	-3	6	2	105*	77*	59*	O=C(NCCc1ccccc1)c1ccc2nc(-c3ccco3)c(-c3ccco3)nc2c1
-13	-5	-3	i	10	3	2	-5	-11	10	Nc1nc2ccccc2n1/N=C/c1ccc(Br)cc1
-1	-10	4	i	-12	-1	.	0	1	0.0	O=C(NC(=S)N1CCOCC1)c1ccc(F)cc1
8	5	8	i	19	-2	0	33	50*	0.2	CC(=O)N1CCCc2cc(S(=O)(=O)CCC(=O)N3CCN(c4cccc(C)c4)C(C)C3)ccc21 (configuration not stated)
-10	9	-6	i	-5	0	5	-2	43	-0.8	O=[N+]([O-])c1ccccc1OCC(O)CNC1CCCC1 (configuration not stated)
-7	-11	-1	i	13	-2	-3	-5	-2	1.1	COc1cc(OC)cc(C(=O)NCCNc2nc3cc(C)cc(C)c3cc2C#N)c1
-1	0	3	i	18	0	-2	2	3	0.7	Clc1ccc(Cn2ncc3c(NCCN4CCOCC4)ncnc32)cc1
0	-1	-1	i	5	0	0	1	-4	-0.7	O=C(CN1CCOc2ccccc21)N1CCCC1
-23	7	3	i	11	-1	3	10	-4	0.6	Cn1c(-c2ccc(C=O)s2)nc2ccccc21
2	10	-3	i	-6	0	-3	1	-11	-0.5	COc1cc(C(=O)OCCC(C)C)cc(OC)c1O
7	-12	3	i	7	1	-2	64*	-1	5.3	O=C(CCc1nc2ccccc2c(=O)[nH]1)Nc1nnc(SCc2ccc(F)cc2)s1
-3	-5	8	i	10	1	0	1	-5	-2.1	CC(=O)Nc1cccc(NC(=O)C2CCCN2C(=O)Nc2ccccc2C)c1 (configuration not stated)
7	-9	2	i	0	4	2	0	-12	1.2	COc1ccc(C(=O)Nc2cc(-c3nn4c(C)nnc4s3)ccc2C)cc1
-3	-3	1	i	-5	0	-6	6	9	-1.5	CN(Cc1ccccc1)C(=O)C1CCC(CNS(=O)(=O)c2cccc3cccnc23)CC1 (configuration not stated)
1	16	2	i	4	-3	1	3	-7	-0.3	C[C@@H](C(=O)N=c1sc2ccccc2n1C)N1C(=O)C2CC=CCC2C1=O (some centres not stated)
-4	-19	9	i	6	1	-26	-13	0	3.2	Cc1cc2cc(C(c3nnnn3CC3CCCO3)N3CCCc4ccccc43)c(=O)[nH]c2cc1C (configuration not stated)
1	5	-2	i	-6	0	6	5	.	0.9	CC1(C(=O)NS(=O)(=O)c2ccc(Br)cc2)CCN1C(=O)Cc1cccs1 (configuration not stated)
1	7	-6	i	11	-3	3	0	6	0.3	CCOC(=O)c1c(C)[nH]c(C(=O)OCC(=O)N(C)CC(=O)Nc2ccccc2Cl)c1C
1	-2	0	i	-4	3	4	3	-5	-0.2	Cc1c(C2OC(=O)C3(CCCCC3)C(=O)C2(C)C)c(=O)n(-c2ccccc2)n1C (configuration not stated)
2	-10	-6	i	7	8	4	2	-8	-0.6	CCOc1ccc(S(=O)(=O)NCc2cccs2)cc1
4	-1	-21	i	-7	-3	-2	3	-7	-2.2	O=C(NCCN1CCNC1=O)C1CCC(=O)N(Cc2ccccc2F)C1 (configuration not stated)
-2	-16	6	i	15	-2	-1	-7	0	3.8	CCN(CC)C(=O)CSc1nc2cc3c(cc2c(=O)n1Cc1ccc2c(c1)OCO2)OCO3
-25	-20	-6	i	-8	2	0	-4	-11	0.6	CN(C)c1ccc(N/C=C/C(=O)C(F)(F)F)cc1
-1	2	-5	i	1	1	10	-5	-4	0.8	COc1ccc(N2C(=O)CC(N(CCc3ccc(OC)c(OC)c3)C(=S)Nc3ccccc3)C2=O)cc1 (configuration not stated)
-1	-6	-5	i	7	-1	1	-6	-3	-1.1	O=C(COC(=O)Cn1cnc2ccccc21)NCc1ccc(F)cc1
13	12	-3	i	2	1	7	-4	-9	-1.5	C=CCOC(=O)Nc1ccc(Cl)cc1NC(=O)OCC=C
-3	-98	11	.	-1	-5	-5	-2	12	3.3	O=C(O)c1ccc(N/N=C/C2=C(N3CCOCC3)C(=C\c3ccccc3)/CC2)cc1
-5	-1	-9	i	-2	2	-2	-2	-10	-0.2	COc1ccccc1NS(=O)(=O)c1ccc(C(=O)NCC(c2ccccc2OC)N2CCCC2)cc1 (configuration not stated)
-3	-10	2	i	-9	-4	3	6	.	-2.5	CC1=C(C(=O)N(C)C)CC(CC(=O)NC2CCCCC2)C(=O)N1Cc1ccccc1 (configuration not stated)
0	-1	0	i	9	1	4	2	.	-1.8	O=C(O)c1c(-c2ccccc2)cnc2ccccc12
-4	3	-3	i	34	6	1	-1	-3	1.8	O=C(Nc1ccc2c(c1)OCO2)c1cnn2c(C(F)(F)F)cc(-c3ccco3)nc12
-4	-87	2	i	4	0	8	1	.	-0.6	COCCNC(=O)C1(C)CCCN(Cc2ccc3ccccc3c2Br)C1 (configuration not stated)
1	0	0	i	21	-3	1	-1	.	-1.3	CCC(=O)N1CCC1(C)C(=O)Nc1cccc(OC)c1OC (configuration not stated)
-1	14	0	i	10	1	-2	3	12	-2.3	CC(C)C[C@H]1CN=C(Nc2ccccc2)N1CCC(C)c1ccccc1 (some centres not stated)
1	0	-1	.	-3	.	-5	.	.	1.0	CCCCNC(=O)C[C@@H]1C[C@@]2(C(=O)OCC)CCC=C2N(Cc2ccc(Cl)cc2Cl)C1=O
-4	124	9	i	-66	-24	-19	26	-8	0.9	CCOc1cccc(C2C(C(=O)c3ccc(C)o3)=C(O)C(=O)N2c2nccs2)c1 (configuration not stated)
9	1	-5	i	9	-2	-3	-1	-1	-1.2	Nn1c(SCC(=O)Nc2nccs2)nnc1-c1ccccn1
-17	10	-6	i	1	0	1	4	-18	-0.5	O=C(C1=NNCC1c1ccccc1)C1OC1c1ccccc1 (configuration not stated)
-1	-4	11	i	8	3	-1	9	-2	-1.4	COc1cc(Cl)c(S(=O)(=O)NCc2cccnc2)cc1Cl
-9	-36	8	i	17	2	50	-17	-12	4.9	CN1c2ccccc2C(C)(C)[C@]12C=Cc1cc(O)ccc1O2
1	0	0	i	-11	-2	9	2	-10	-1.0	CCOC(=O)CC1C(=O)NCCN1S(=O)(=O)c1cc(Cl)c(Cl)cc1Cl (configuration not stated)

# Random draw from the library; overall some 3.9% were active at least once.
